Screening data as filed in PubChem BioAssay.
RGS4 pot – RGS4 potentiation or activation. HEK293 M3R/inducible RGS4, carbachol calcium flux Fluo4; active compounds read low. B-score at 10 µM. 0.92% of 310,000 active. AID 463111;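 active = B-score of the integrated calcium signal more than 4 SD below the library mean, with starting fluorescence not abnormally high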;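 also: negative B-score means reduced calcium response which marks RGS4 activation or potentiation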
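System – HEK293 FlpIn-TREx cells, stable M3R, doxycycline-inducible RGS4 · Reagent – ECmax carbachol challenge · Times – compound preincubation 20 min at room temperature before agonist · Technique – Fluo4 fluorescence kinetic imaging of calcium · Measure – B score of integrated Fluo4 ratio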
Dyrk1A ADPGlo – blocks rat Dyrk1A kinase activity. ADP-Glo luminescence, NFATc1 peptide. inhibition, % at 12.5 µM. 0.43% of 310,000 active. AID 504441; in the data active = inhibition above about 50%;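 also: plate controls were vehicle with enzyme for no effect and no enzyme for full effect; many of its hits are not listed in these tables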
GSK3beta inhib – inhibitors of human GSK3beta kinase | P49841 | AID 2097 | 0.038% of 300,000 active | GST-GSK3beta kinase, ADP-Glo luminescence, 60 min; active compounds read low | activity score (negative = inhibition), % at 10 µM;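 active = more than half of replicate wells score below -50%, meaning over 50% inhibition versus plate controls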;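 also: 0% = median DMSO wells and -100% = median GW8510 positive control wells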
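Test system: GST-tagged human GSK3beta kinase, cell-free; evaluation: activity score scaled between in-plate DMSO and GW8510 controls; measured by: ADP-Glo luminescence; incubation: 60 min reaction, RT; benchmarks: DMSO and 20 µM GW8510; reagent: peptide substrate plus 25 µM ATP (final); medium: Tris/MgCl2 kinase buffer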
KCNK9 inh – inhibitors of human KCNK9 two-pore domain potassium channel. HEK293 KCNK9, FluxOR thallium flux fluorescence; active compounds read low. B-score at 10 µM. 1.2% of 310,000 active. AID 488922;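 active = ratio B-score over 3 SD below the library mean, with starting fluorescence within 5 SD of its mean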;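 also: negative B-score means less thallium flux so channel inhibition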
KCNQ1 act – human KCNQ1 channel potentiation or activation; P51787; CHO-K1 KCNQ1, thallium flux FluxOR fluorescence; active compounds read high; B-score at 10 µM; 0.35% of 310,000 active; AID 2648;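 active = fluorescence ratio B-score, a plate-corrected score, at least three library SD, with initial intensity B-score within 5 SD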
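Assay system: CHO-K1 cells stably expressing KCNQ1; Medium: assay buffer with matched DMSO; Also added: K+/Tl+ depolarizing stimulus; Dosing: single dose; Timing: dye 90 min, compound 20 min, room temperature; Measured by: kinetic FluxOR thallium fluorescence, 10-s 1-Hz baseline, 110-s post-stimulus read; Read-out: peak-minus-minimum fluorescence over initial fluorescence, negative-control normalized, B-scored.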
hERG rescue – shields human hERG channel from block by proarrhythmic agents | Q12809 | CHO-hERG, FluxOR thallium flux, dofetilide IC70 present | activation (rescue from dofetilide block), less the hit threshold, % at 10 µM | 0.51% of 310,000 active | AID 1511;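 active = activation above the mean of controls blocked by dofetilide plus 5 SD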;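 also: thallium influx through hERG after potassium depolarization seen as dye fluorescence rise; in these data hits start at about 4.7%; inactives centre near -7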
KCNQ1 inh – blocks the human KCNQ1 potassium channel. 1.3% of 310,000 active. B-score at 10 µM. AID 2642. P51787. CHO-K1 KCNQ1, FluxOR thallium flux fluorescence; active compounds read high;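 active = compounds whose thallium flux B-score, printed positive for inhibition, exceeds three library SD while starting fluorescence stays within three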;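 also: channel opened by potassium depolarization with thallium stimulus after 20 min compound exposure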
KCNK3 block – human KCNK3 channel inhibition, primary screen; O14649; B-score at 10 µM; AID 602410; 0.84% of 340,000 active; CHO-KCNK3 thallium flux, FluxOR fluorescence; active compounds read low;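 active = B-score under library mean minus 4 SD, starting fluorescence ratio at most library mean plus 5 SD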;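 also: more negative B-score means stronger inhibition of thallium flux through KCNK3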
Target sequence (O14649 whole entry, looked up): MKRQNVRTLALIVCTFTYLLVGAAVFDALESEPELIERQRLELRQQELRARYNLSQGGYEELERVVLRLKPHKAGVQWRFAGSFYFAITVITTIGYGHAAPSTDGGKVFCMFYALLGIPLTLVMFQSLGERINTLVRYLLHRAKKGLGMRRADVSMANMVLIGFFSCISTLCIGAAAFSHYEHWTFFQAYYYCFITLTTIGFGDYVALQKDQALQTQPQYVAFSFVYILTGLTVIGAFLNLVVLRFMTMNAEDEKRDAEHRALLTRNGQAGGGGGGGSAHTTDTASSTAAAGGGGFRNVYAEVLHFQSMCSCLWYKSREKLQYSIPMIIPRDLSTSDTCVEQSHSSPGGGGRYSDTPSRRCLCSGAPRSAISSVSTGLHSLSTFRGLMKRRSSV
GSK3 alpha inh – blocks human GSK-3 alpha kinase; P49840; ADP-Glo luminescence, 60 min; inhibition, % at 10 µM; 0.1% of 320,000 active;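 in the data active = inhibition above about 50%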;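 also: GST-tagged GSK-3 alpha with peptide substrate and 25 µM ATP; 0% = DMSO neutral wells and 100% = GW8510 positive control wells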
Target sequence (P49840 whole entry, looked up): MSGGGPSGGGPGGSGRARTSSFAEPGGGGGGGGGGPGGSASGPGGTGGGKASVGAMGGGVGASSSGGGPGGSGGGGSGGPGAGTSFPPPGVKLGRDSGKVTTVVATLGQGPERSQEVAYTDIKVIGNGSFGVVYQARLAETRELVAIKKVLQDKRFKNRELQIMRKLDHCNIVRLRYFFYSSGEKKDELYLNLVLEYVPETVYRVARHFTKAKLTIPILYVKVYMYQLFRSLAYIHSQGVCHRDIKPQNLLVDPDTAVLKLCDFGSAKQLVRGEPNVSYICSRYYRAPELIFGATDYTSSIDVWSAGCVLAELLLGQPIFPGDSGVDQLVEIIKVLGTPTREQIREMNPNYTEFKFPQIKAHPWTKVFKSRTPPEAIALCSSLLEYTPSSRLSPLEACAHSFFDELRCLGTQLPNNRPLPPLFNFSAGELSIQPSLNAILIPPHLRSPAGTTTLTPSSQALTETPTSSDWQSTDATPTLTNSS
PolyA inh – blocks polyadenylation in yeast reporter cells. calls only at 12 µM. 0.02% of 300,000 active. S. cerevisiae SKY197-pL101 polyadenylation reporter, beta-gal luminescence; efflux-impaired pdr1/pdr3 knockout yeast; score 100 = 6 SD above DMSO;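 active = lowest replicate activity score at least 50, where 100 means six control SD above control mean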;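 also: yeast exposed to compound for 9 h at 30 °C; higher score means more reporter readthrough which indicates perturbed polyadenylation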
RGS4 block – human RGS4 inhibition; 0.45% of 310,000 active; AID 463165; B-score at 10 µM; HEK293 M3R/RGS4 inducible, Fluo-4 calcium flux; active compounds read high; triggered by carbachol at its EC20;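 active = B-score, a plate-corrected calcium signal, over three deviations above library mean, with baseline fluorescence within five deviations of library mean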;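 also: RGS4 expression induced by doxycycline in cells with stable M3 receptor; B-score is computed from the integrated fluorescence ratio over baseline after carbachol; higher B-score means a larger calcium signal and so more RGS4 inhibition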
Target sequence (P49798 whole entry, looked up): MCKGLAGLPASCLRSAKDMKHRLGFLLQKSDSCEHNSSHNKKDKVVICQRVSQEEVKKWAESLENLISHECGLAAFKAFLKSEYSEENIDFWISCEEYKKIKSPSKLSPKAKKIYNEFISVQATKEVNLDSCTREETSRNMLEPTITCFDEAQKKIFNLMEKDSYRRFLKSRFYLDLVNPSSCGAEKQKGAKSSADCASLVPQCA
* marks the source's active call; other numbers are inactive results; i = inactive; nt = no result given. Only part of the results is shown, so the mix of outcomes need not match the whole.

SMILES	RGS4 pot	Dyrk1A ADPGlo	GSK3beta inhib	KCNK9 inh	KCNQ1 act	hERG rescue	KCNQ1 inh	KCNK3 block	GSK3 alpha inh	PolyA inh	RGS4 block
COc1cccc(-c2cc(C(=O)N3CCN(S(=O)(=O)c4ccccc4)CC3)[nH]n2)c1	i	9	0	i	i	-10	i	i	0	i	i
COc1ccccc1OCCNC(=O)c1c(-c2ccccc2Cl)noc1C	i	nt	1	i	i	-10	i	i	0	i	i
COc1ccc(C(=O)NN=C2CCCC2)cc1	i	nt	6	i	i	-9	i	i	-3	i	i
Cc1noc(C)c1COc1ccc(C(=O)O)cc1	i	-1	0	i	i	-5	i	i	-2	i	i
COc1ccc(CCNC(=O)c2cc(-c3ccco3)nc3ccccc23)cc1	i	nt	0	i	i	-9	i	nt	0	i	i
c1cncc(C2Nc3ccccc3-c3nc4ccccc4n32)c1 (stereo not drawn)	i	26	-1	i	i	-8	i	i	10	i	i
CCn1c(=O)c(=O)[nH]c2cc(C(=O)Nc3ccc(S(=O)(=O)N4CCCC4)cc3)ccc21	i	0	0	i	i	-8	i	i	-3	i	i
COc1ccc(/C(C#N)=C/c2ccccn2)cc1	i	2	1	i	i	-6	i	i	1	i	i
COC(=O)[C@@H]1C[C@H]1[C@@H](NS(=O)(=O)c1ccccc1)c1ccccc1	i	-19	-8	i	i	-9	i	i	3	i	i
CCOC(=O)c1cc(-c2ccc(C)cc2)n(CC(=O)NCc2ccco2)c1C	i	-2	1	i	i	-18	i	i	-2	i	i
CC(C)(C)c1ccc2c(c1)N(CC(=O)N1CCOCC1)C(=O)CO2	i	-7	1	i	i	-12	i	i	1	i	i
O=C(CSc1nc(Nc2ccccc2)nc(N2CCOCC2)n1)Nc1cccc([N+](=O)[O-])c1	i	-6	0	i	i	-10	i	-11*	0	i	i
CS(=O)(=O)N1CC2CCCN2c2cc(C(F)(F)F)ccc21 (stereo not drawn)	i	-2	-1	i	i	-9	i	i	-2	i	i
CCCCCn1c(SCCOCC)nc2c1c(=O)[nH]c(=O)n2C	i	-1	3	i	i	-9	i	i	-1	i	i
Cc1nc(NC(=O)c2ccco2)sc1C(=O)O	i	25	-4	i	i	1	i	i	18	i	i
COc1cc(C)c(Br)cc1S(=O)(=O)NCc1ccccc1	i	nt	0	i	i	-7	i	i	-7	i	i
Cc1c(C(=O)N(C)C(C)c2ccncn2)oc2c(F)cccc12 (stereo not drawn)	i	4	-2	i	i	-9	i	i	1	i	i
CC(C)C1NC(=S)N(Cc2ccccc2)C1=O (stereo not drawn)	i	-1	-1	i	i	-9	i	i	0	i	i
COc1cccc(-c2cc(C(=O)Nc3c(C)nn(Cc4ccccc4)c3C)no2)c1	i	-1	-3	i	i	-7	i	i	0	nt	i
O=C(CN(C(=O)c1ccccc1Cl)C1CCCCC1)Nc1ccc(Cl)c([N+](=O)[O-])c1	i	4	3	-11*	i	-15	8*	i	9	i	i
O=[N+]([O-])c1cc(-c2nnc(N3CCOCC3)c3ccccc23)ccc1N1CCOCC1	i	4	0	i	i	-10	i	i	nt	i	i
CCN(CC)S(=O)(=O)c1ccc2oc(C(=O)N3CCc4ccccc4C3)c(C)c2c1	i	-5	1	i	i	-10	i	i	-1	i	i
O=C(Nc1nnc(SCc2ccc(F)cc2)s1)C1Cc2ccccc2CN1C(=O)c1ccco1 (stereo not drawn)	i	2	1	i	i	-7	i	i	2	i	i
O=C(NCc1ccco1)C12CC3CC(C1)CC(C(=O)NCc1ccco1)(C3)C2	i	7	6	i	i	-19	i	i	0	i	i
O=C(CCC1CC(=O)Nc2ccccc21)NCc1ccc(F)cc1 (stereo not drawn)	i	7	2	i	i	-6	i	i	0	i	i
Cc1cccc(C)c1OCC(O)CN1CCCCC1 (stereo not drawn)	i	11	-2	i	i	-3	i	i	0	i	i
CCC(=O)N=c1sc2ccccc2n1-c1ccccc1	i	-3	0	i	i	-10	i	i	0	i	i
O=C1/C(=C/c2ccsc2)N2CCC1CC2	i	0	-1	i	i	-7	i	i	-1	i	i
COc1cccc(-c2nnc(-c3ccc(C(F)(F)F)cc3)o2)c1OC	i	-4	6	i	i	-9	i	i	-2	i	i
O=S(=O)(c1ccc2nc(COc3ccccc3)[nH]c2c1)N1CCOCC1	i	-5	-4	i	i	-9	i	i	-6	i	i

Overlap with the part before: three compounds, then new ones.
SMILES	RGS4 pot	Dyrk1A ADPGlo	GSK3beta inhib	KCNK9 inh	KCNQ1 act	hERG rescue	KCNQ1 inh	KCNK3 block	GSK3 alpha inh	PolyA inh	RGS4 block
O=C1/C(=C/c2ccsc2)N2CCC1CC2	i	0	-1	i	i	-7	i	i	-1	i	i
COc1cccc(-c2nnc(-c3ccc(C(F)(F)F)cc3)o2)c1OC	i	-4	6	i	i	-9	i	i	-2	i	i
O=S(=O)(c1ccc2nc(COc3ccccc3)[nH]c2c1)N1CCOCC1	i	-5	-4	i	i	-9	i	i	-6	i	i
CCN1CCCC1CNC(=O)C(=O)Nc1ccccc1 (stereo not drawn)	i	-3	-2	i	i	-4	i	i	-1	i	i
CCc1nnc(NC(=O)CSc2nc3ccccc3o2)s1	i	-2	0	i	i	-9	i	i	-2	i	i
Cn1ncc(Cl)c1C(=O)NC1CCCC1	i	3	1	i	i	-5	i	i	1	i	i
Cc1ccccc1CN1CCN(CC(=O)NCc2ccc3c(c2)OCO3)C1=O	i	2	-4	i	i	-12	i	i	-2	i	i
CCC(C)(C)n1nnnc1C(c1cc2cc3c(cc2[nH]c1=O)OCO3)N1CCN(C)CC1 (stereo not drawn)	i	-2	3	i	i	-7	i	i	0	i	i
Cc1nnc(SCc2nnc(-c3cccs3)o2)n1C1CCCCC1	i	6	-4	i	i	-5	i	i	-3	i	i
O=C(NCc1ccccn1)c1cc(-c2ccccc2Cl)on1	i	6	-4	i	i	-6	i	i	1	i	i
CCCCNC(=O)Cc1c(OC)ccc2cc(Br)ccc12	i	-9	0	i	i	-3	i	i	-1	i	i
CC(C)(CC(=O)O)CC(=O)N1CCN(c2nc3cc(Cl)ccc3s2)CC1	i	9	-2	i	i	-3	i	i	7	i	i
O=C(/C=C/c1cccc2ccccc12)N1CCOCC1	i	3	5	i	i	-9	i	i	2	i	i
COC(=O)C1=C(C)NC(C)=C(C(=O)OC)C1c1ccc2ccccc2n1	i	11	-2	i	i	-3	i	i	0	i	i
CN(C)c1ccc(/C=N/NC(=O)CNC(=O)/C=C/c2ccccc2)cc1	i	0	-1	i	i	-3	i	i	1	i	i
CCCCN(CC)Cc1ccc(CNC(=O)Nc2ccc(OCC)cc2)o1	i	-2	-1	i	i	-8	i	i	-3	i	i
CCCCNc1oc(-c2ccc(OC)cc2)nc1S(=O)(=O)c1ccccc1	i	-1	4	i	i	-3	i	i	-1	i	i
CC(=O)c1ccccc1OCC(O)CN1CCN(C(c2ccccc2)c2ccccc2)CC1 (stereo not drawn)	i	2	2	i	i	-18	i	i	-3	i	i
CC(NC(=O)Cn1cnc([N+](=O)[O-])n1)c1ccccc1 (stereo not drawn)	i	-9	-4	i	i	-8	i	i	-2	i	i
O=C(Cn1cnc2ccccc21)Nc1ccc(SC(F)F)cc1	i	-3	2	i	i	-14	7*	i	-2	i	i
CCOC(=O)c1c(C)c(C(=O)Nc2ccccc2)c(C)n1CC	i	-3	3	i	i	-10	i	i	nt	i	i
COc1cc2[nH]c(=O)n(Cc3ccc(C(=O)NC4CCN(Cc5ccccc5)CC4)cc3)c(=O)c2cc1OC	i	7	3	i	i	-14	i	i	-2	i	i
Cc1ccc(Nc2nc(N)nc(CN3CCN(c4ccccc4)CC3)n2)cc1Cl	i	0	3	i	i	-17	i	i	1	i	6.6*
O=C(CCN1C(=O)c2ccccc2S1(=O)=O)Nc1cc(Cl)ccc1Cl	i	-5	1	i	i	-4	i	i	-2	i	i
O=C(/C=C/C(=O)NCc1cccs1)NCc1cccs1	i	-4	-1	i	i	-8	i	i	-2	i	i
CN(C)S(=O)(=O)c1cccc(NC(=O)c2cncc(Br)c2)c1	i	-4	1	i	i	-6	i	i	2	i	i
COc1ccc(CN=Cc2c(C(F)(F)F)[nH][nH]c2=O)cc1	i	6	0	-11*	i	-10	i	i	7	i	i
CCNC(=O)CCc1nc(-c2ccc(C)cc2)no1	i	-14	1	i	i	-2	i	i	-3	i	i
O=C(/C=C/c1ccc2c(c1)OCO2)NC1CCCC1	i	26	1	i	i	-3	i	i	0	nt	i
O=C1CC(C(=O)N(CC2CCCO2)C(C(=O)NC2CCCCC2)c2ccncc2)CS1 (stereo not drawn)	i	-7	2	i	i	-8	i	i	-1	i	i
CCN(C(=O)c1nn(-c2ccc(OC)cc2)c(=O)c2c1c1ccccc1n2C)c1ccc(OC)cc1	i	-11	3	i	i	-7	i	i	nt	i	i
Cc1ccc(NC(=S)c2ccc(N(C)C)cc2)cc1	i	-5	0	i	i	-4	i	i	0	i	i
O=S(=O)(NCc1ccncc1)c1ccc(S(=O)(=O)NCC2CCCO2)cc1 (stereo not drawn)	i	7	2	i	i	-4	i	i	-1	i	i
O=C(NC1CCCCC1)C(c1ccncc1)N(CC1CCCO1)C(=O)C(F)(F)F (stereo not drawn)	i	2	2	i	i	-14	i	i	3	i	i
CCCCc1ccc(N=N/C(C(=O)Nc2cc(OC)c(NC(C)=O)cc2OC)=C(/C)O)cc1	i	-2	0	i	i	-7	i	i	-3	i	i
O=C(O)c1ccc(S(=O)(=O)c2ccc3c(c2)C(=O)N(NC(=O)c2ccc(O)cc2)C3=O)cc1	i	-6	0	i	i	-1	i	i	0	i	i
CCOC(=O)Cn1c(=NC(=O)c2ccc([N+](=O)[O-])s2)sc2ccccc21	i	3	-3	i	i	-11	i	i	-3	i	i
O=C(C1CC(=O)N(c2ccccc2)C1)N1CCN(c2ccccc2F)CC1 (stereo not drawn)	i	-8	-1	i	i	-12	i	i	-1	i	i
